Bioassay records as filed in PubChem.
yeast sgs1 mgt1: NCI yeast anticancer drug screen, S. cerevisiae sgs1 mgt1 strain; growth inhibition, % at 50 µM; actives 10% (n = 78,000);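 also: 0% = growth of vehicle-only cultures of the same strain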
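This yeast growth screen uses a strain with defined DNA-repair lesions; compound-treated growth is compared with vehicle-treated growth.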
bub3: NCI yeast anticancer drug screen, S. cerevisiae bub3 mutant strain; actives 9.9% (n = 78,000); AID 167, 2004; growth inhibition, % at 50 µM;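 also: 0% = growth of vehicle-only cultures of the same strain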
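Part of a panel of yeast mutants defective in DNA damage repair or cell cycle regulation. Each strain is grown with compound, and inhibition is calculated relative to solvent-treated cultures.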
yeast rad50: NCI yeast anticancer drug screen, S. cerevisiae rad50 strain; actives 10% (n = 79,000); AID 155, 2004; % growth inhibition at 50 µM;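 also: 0% = growth of vehicle-only cultures of the same strain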
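DNA repair mutant yeast, compound exposure, growth read-out; inhibition is taken relative to vehicle.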
mec2-1: NCI yeast anticancer drug screen, S. cerevisiae mec2-1 strain. % growth inhibition at 50 µM. actives 9% (n = 79,000). AID 157, 2004;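 also: 0% = growth of vehicle-only cultures of the same strain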
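Each compound was tested on mec2-1 yeast, a strain altered in DNA damage repair or cell cycle control. Growth inhibition is reported relative to vehicle.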
yeast cln2 rad14: NCI yeast anticancer drug screen, S. cerevisiae cln2 rad14 strain. AID 165, 2004. % growth inhibition at 50 µM. actives 8.3% (n = 78,000);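 also: 0% = growth of vehicle-only cultures of the same strain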
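Readout is yeast growth inhibition versus vehicle-treated controls, using a strain with cln2 and rad14 alterations exposed to compound.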
mlh1 rad18: NCI yeast anticancer drug screen, S. cerevisiae mlh1 rad18 strain | growth inhibition, % at 50 µM | actives 11% (n = 79,000) | AID 175, 2004;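 also: 0% = growth of vehicle-only cultures of the same strain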
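Genetically defined yeast (DNA repair-deficient) exposed to compounds; growth inhibition determined relative to vehicle.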
An asterisk follows results filed as active; . = no result given; & = joins results of further samples. Rule as the data show it: active = growth inhibition above about 70%; inactive = the rest. An excerpt; rates above refer to the full screens.

Second line of a record – yeast sgs1 mgt1, bub3, yeast rad50, mec2-1, yeast cln2 rad14, mlh1 rad18
N#CCCCC[N+]12CN3CN(CN(C3)C1)C2
 : -20, -35, -13, -1, -51, 7
COP(=O)(OC)/C(=C/c1c[nH]c2ccccc12)C(=O)O
 : -56, -21, -13, -72, -35, -32
CC12CCC(C1)C(C)(C)C2OC(=O)c1ccccc1N (centres undefined)
 : 11, 18, -6, 3, -9, -3
ClCc1ccncc1
 : 69, 58, 55, 47, 51, 58
CC[PH+](CC)CC.CC[PH+](CC)CC.[Au]
 : 89*, 89*, 89*, 94*, 89*, 89*
NC(N)=N/N=C/c1ccc(Cl)c(Cl)c1
 : -8, -4, 8, -3, -9, 21
C/C(=N\Nc1ccccn1)C1CC[N-]C2C(O)CCCC12.C/C(=N\Nc1ccccn1)C1CC[N-]C2C(O)CCCC12.[Cu+2] (centres undefined)
 : 99*, 99*, 99*, 99*, 99*, 99*
C1CC2OC2CC1C1CO1 (centres undefined)
 : 5, -17, 0, -3, -8, -18
N#CCO
 : -9, -3, -4, 11, -5, -6
O=C(CCl)CCl
 : -12, -9, 2, -13, -22, 21

Further results:
Second line of a record – yeast sgs1 mgt1, bub3, yeast rad50, mec2-1, yeast cln2 rad14, mlh1 rad18
O=C1C(=O)c2ccccc2-c2ccccc21
 : 26&33, 31&26, 35&37, 18&31, -36&-7, 10&5
CC(=O)Oc1ccc(N(CCCl)CCCl)cc1OC(C)=O
 : 8, -9, 10, 7, -37, 21
O=C(CC(=O)C(F)(F)F)c1cccs1.O=C(CC(=O)C(F)(F)F)c1cccs1.O=C(CC(=O)C(F)(F)F)c1cccs1.[Gd]
 : 27, 44, 30, 26, -3, 16
O=C(Nc1ccccc1)c1cc([N+](=O)[O-])ccc1O.[Ni]
 : 78*, 60, 69, 58, 34, 52
c1ccc2c3c(ccc2c1)NC1CCCN1C3 (centres undefined)
 : -1, -9, 22, 7, -39, 12
O=C(O)Cc1ccc2c(c1)OCO2.[Ag]
 : 97*, 93*, 96*, 97*, 90*, 94*
O=C1NC(C2CCC3CN32)C(=O)NC1C1CCC2CN21 (centres undefined)
 : 28, 14, 25, 4, -2, 18
[N-]=[N+]=Nc1nc2ccccc2s1
 : -8, -7, -1, -19, 10, 0
NC1CC(O)C(O)CC1c1ccc2c(c1)OCO2 (centres undefined)
 : -16, 7, -26, -4, -14, -17
N/C(N=P(c1ccccc1)(c1ccccc1)c1ccccc1)=N\[N+](=O)[O-]
 : 8, 12, 12, 16, 5, -16

Next part:
Second line of a record – yeast sgs1 mgt1, bub3, yeast rad50, mec2-1, yeast cln2 rad14, mlh1 rad18
CCCCCCCCCCC(O)C1CCC(C(O)CCC(O)C2CCC(CCCCCCC[C@H](O)CC3=C[C@@H](C)OC3=O)O2)O1 (some centres undefined)
 : 2, 19, 31, 7, 13, 27
CCOc1ccc(C(CC(=O)O)CC(=O)N(CCCl)CCCl)cc1 (centres undefined)
 : 20, -1, 2, 20, 29, -1
FC(F)(F)c1cccc(N2CCNCC2)c1
 : ., ., 2, -3, ., 29
COc1cc(C=Nc2ccc(-c3csc(COc4ccccc4)n3)cc2)ccc1N(CCCl)CCCl
 : 86*, 86*, 90*, 88*, 84*, 91*
COC(=O)C(N)Cc1ccc(OC)c(N(CCCl)CCCl)c1 (centres undefined)
 : -11, 3, 17, -1, 3, 7
NC(=O)OCCc1c2ccccc2nc2ccccc12
 : 50&12, 34&8, 48&20, 52&4, 42&3, 64&16
Clc1ccc(C(c2ccc(Cl)cc2)c2ccccn2)cc1
 : 99*, 98*, 98*, 98*, 98*, 98*
C1CC2CN(CCCN3CCOCC3)C(C1)O2 (centres undefined)
 : -15, -46, -18, -9, -7, 4
CC1CC(C)CC(C)C(O)/C(C#N)=C/C=C/CC(C2CCCC2C(=O)O)OC(=O)CC(O)C(C)C1 (centres undefined)
 : 94*, 93*, 93*, 94*, 92*, 92*
COc1ccc(C(Cc2ccccc2)C2(O)C(=O)NC(=O)NC2=O)cc1 (centres undefined)
 : 3, -2, 0, -5, -9, 8

Remaining list, next part:
Second line of a record – yeast sgs1 mgt1, bub3, yeast rad50, mec2-1, yeast cln2 rad14, mlh1 rad18
CCC[CH2][Sn]1([CH2]CCC)[O]CC2(CCCCC2)C[O]1
 : 99*, 100*, 100*, 100*, 100*, 100*
CCCCN(CCCC)CC(O)c1ccc(Cl)c(Cl)c1 (centres undefined)
 : 29, 18, -2, -21, 41, 8
O=P(NC12CC3CC(CC(C3)C1)C2)(N1CC1)N1CC1
 : -7, -18, 2, 0, 53, -24
COC(=O)C1C(=O)CC2CCC1N2C (centres undefined)
 : 27, -4, 21, 15, -1, 25
CC(C)c1ccc(-n2c(=S)[nH]c3ccccc3c2=O)cc1
 : -14, -6, -16, -7, -25, 14
CCN(CC)P(=O)(N1CC1C)N1CC1C (centres undefined)
 : -22, -4, -1, 8, 5, 19
N.N.N.N.O=C([O-])C(Cl)Cl.O=C([O-])C(Cl)Cl.[Co+3].[O-][Cl+3]([O-])([O-])[O-]
 : -23, -6, -10, -13, -15, -14
NC(N)=Nc1nn[nH]n1
 : -14, 0, 3, -8, -1, -6
[Ni+2].[S-]CC[S-]
 : -9, 0, 0, 12, 2, -5
O=C1NC(=O)C(Br)C(=O)N1 (tested in a mixture with another compound)
 : 0, -2, -8, 9, -20, 0

Additional records follow:
Second line of a record – yeast sgs1 mgt1, bub3, yeast rad50, mec2-1, yeast cln2 rad14, mlh1 rad18
CC(N)CCc1ccccc1 (centres undefined)
 : -1, 4, 3, -20, 25, 12
CC(=O)OC1CC(OC2C(O)CC(OC3C(O)CC(OC4CCC5(C)C(CCC6C5CC(O)C5(C)C(C7=CC(=O)OC7)CCC65O)C4)OC3C)OC2C)OC(C)C1OC1OC(CO)C(O)C(O)C1O (centres undefined)
 : -25, 6, 6, -15, 5, 11
O=C(Nc1c(Cl)cc([N+](=O)[O-])cc1Cl)C(=O)C1C(=O)NC(=S)NC1=O
 : -12, 11, 12, -28, 8, -6
COc1cc2c(cc1OC)C13CC[N+]4(C)CC5=CCOC6CC(=O)N2C1C6C5CC34[O-] (centres undefined)
 : -17, -43, -13, 15, 27, 4
COC1=C(C)C(=O)c2c(c(COC(N)=O)c3n2CC2C3N2C)C1=O (centres undefined)
 : 74*, 78*, 93*, 95*, 87*, 96*
CNCCc1ccccc1
 : 14, -34, 26, 6, 15, -3
OCC(O)C(O)CO (centres undefined)
 : 0&4, 25&12, 7&7, 9&-1, 21&-62, 0&-1
COc1ccc2c3c1OC1CC(N4CCCC4)=C(c4c([N+](=O)[O-])cc([N+](=O)[O-])cc4[N+](=O)[O-])C4(O)C(C2)N(C)CCC314 (centres undefined)
 : -7, 1, 28, 4, 10, 13
[N-]=[N+]=NC1=C(N=[N+]=[N-])c2cccc3cccc(c23)C1=O
 : 55, 21, 46, 29, 56, 82*
Nc1ccc2c(c1)Cc1ccccc1-2
 : 48, 12, 62, 21, 7, 34

The results go on:
Structure	yeast sgs1 mgt1	bub3	yeast rad50	mec2-1	yeast cln2 rad14	mlh1 rad18
COc1ccc(CO)cc1	11	-17	-2	-10	-13	-14
CCC1CC[N-]CC1.CCC1CC[N-]CC1.CCC1CC[N-]CC1.CCC1CC[N-]CC1.N#C[S-].N#C[S-].[Co]	34	27	23	17	15	25
CCC/C=[CH]/[Hg][Cl]	100*	99*	99*	99*	99*	99*
CCOP(=S)(OCC)OP(=O)(CC)CC	-2	9	3	-10	4	-3
O=c1oc2cc(O)ccc2c(O)c1C(c1ccc2ccccc2c1)c1c(O)c2ccc(O)cc2oc1=O	37	17	9	31	36	-17
O=S1(=O)OCCO1	-4	-6	-4	-9	-27	8
O=[N+]([O-])/C=C/c1ccc(Cl)cc1[N+](=O)[O-]	99*	99*	99*	100*	99*	99*
OCCN=Cc1c[nH]c2ccccc12	-28	-42	-50	-43	4	-14
CC(C)(C)C1=CC(=C(P(=O)(O)O)P(=O)(O)O)C=C(C(C)(C)C)C1=O	-50	-48	-33	-13	-22	-35
COCCCNP(=O)(OC)OC	-9	0	-2	2	-27	2
O=[N+]([O-])c1ccc(C[N+]23CCN(CC2)CC3)cc1	.	.	6	-17	.	4
CC12CCC3C(CC=C4CC(=O)CCC43CCO)C1CCC2Oc1ccccc1 (centres undefined)	-2	24	5	-12	16	13
CCOP(=O)(CC(C)P(=O)(OCC)OCC)OCC.C[CH2][Sn]([Cl])([Cl])[CH2]C (centres undefined)	68	84*	83*	85*	50	63
[Fe+2].[c-]1[c-][c-][cH-][c-]1.[c-]1[c-][c-][cH-][c-]1.c1cc[c]([Pb]([c]2ccccc2)[c]2ccccc2)cc1	84*	78*	66	85*	66	88*
O=C(O)c1ccc(NP(=O)(O)Oc2ccccc2)cc1 (tested in a mixture with another compound)	30	-8	-2	3	-25	15
C[N+](C)(C)CCP(=O)([O-])O	2	-3	-3	0	-13	5
O=NN(Cc1ccccc1)Cc1ccccc1	3	9	3	0	0	21
NC(=O)c1cc([N+](=O)[O-])c(Cl)c([N+](=O)[O-])c1Cl	92*	88*	89*	87*	90*	88*
CCCOP1(=O)C=C(C)C(Cl)=C(C)C1 (centres undefined)	20	-15	34	-5	-1	35
CCCN(C)C(C)(C)C(=O)c1ccccc1	-20	-19	9	-4	-10	-8
O=[N+]([O-])c1ccc(-n2nc3ccc4c(no[n+]4[O-])c3n2)cc1	20	-16	-22	24	17	-26
CCC[CH2][Sn]([CH2]CCC)([CH2]CCC)[CH2]S(=O)(=O)O	99*	99*	99*	99*	98*	99*
CN(C)c1ccc(C(c2c(O)c3ccc(O)cc3oc2=O)c2c(O)c3ccc(O)cc3oc2=O)cc1	22	4	8	8	33	11
O=c1[nH]cnc2[nH]cc(CN3CCCCC3)c12	-1	-55	18	13	33	9
CCN(CC)CCN1C(=O)NC(=O)C(CC)(c2ccccc2)C1=O (centres undefined)	-6	8	4	9	3	5

(continued)
Structure	yeast sgs1 mgt1	bub3	yeast rad50	mec2-1	yeast cln2 rad14	mlh1 rad18
CCC1(CC)COP(=O)(OCCC#N)OC1	9	4	13	-7	9	7
CC(=O)O[C@H]1CCC2[C@@H]3CCC4c5nonc5CC[C@]4(C)C3CC[C@@]21C (some centres undefined)	23	28	28	6	35	18
CCCCCCCCCCCCCC(=O)O	27&15	12&58	35&4	-11&7	24&67	13&-6
CCOC(=O)CC(=O)C(F)(F)F.CCOC(=O)CC(=O)C(F)(F)F.[Ni]	-12	13	-21	14	24	-1
C=C/C(C)=C/[C@H](C)C(=O)C[C@H](O)CC1CC(=O)NC(=O)C1	10	6	1	8	28	20

In a second layout: entries from further up.
CC(=O)O[C@H]1CCC2[C@@H]3CCC4c5nonc5CC[C@]4(C)C3CC[C@@]21C (some centres undefined)
  yeast sgs1 mgt1 = 23 | bub3 = 28 | yeast rad50 = 28 | mec2-1 = 6 | yeast cln2 rad14 = 35 | mlh1 rad18 = 18
CCCCCCCCCCCCCC(=O)O
  yeast sgs1 mgt1 = 27&15 | bub3 = 12&58 | yeast rad50 = 35&4 | mec2-1 = -11&7 | yeast cln2 rad14 = 24&67 | mlh1 rad18 = 13&-6
CCOC(=O)CC(=O)C(F)(F)F.CCOC(=O)CC(=O)C(F)(F)F.[Ni]
  yeast sgs1 mgt1 = -12 | bub3 = 13 | yeast rad50 = -21 | mec2-1 = 14 | yeast cln2 rad14 = 24 | mlh1 rad18 = -1
C=C/C(C)=C/[C@H](C)C(=O)C[C@H](O)CC1CC(=O)NC(=O)C1
  yeast sgs1 mgt1 = 10 | bub3 = 6 | yeast rad50 = 1 | mec2-1 = 8 | yeast cln2 rad14 = 28 | mlh1 rad18 = 20

Structural class, the entries above containing a nitro group on carbon.
Structure	yeast sgs1 mgt1	bub3	yeast rad50	mec2-1	yeast cln2 rad14	mlh1 rad18
O=C(Nc1ccccc1)c1cc([N+](=O)[O-])ccc1O.[Ni]	78*	60	69	58	34	52
O=C(Nc1c(Cl)cc([N+](=O)[O-])cc1Cl)C(=O)C1C(=O)NC(=S)NC1=O	-12	11	12	-28	8	-6
COc1ccc2c3c1OC1CC(N4CCCC4)=C(c4c([N+](=O)[O-])cc([N+](=O)[O-])cc4[N+](=O)[O-])C4(O)C(C2)N(C)CCC314 (centres undefined)	-7	1	28	4	10	13
O=[N+]([O-])/C=C/c1ccc(Cl)cc1[N+](=O)[O-]	99*	99*	99*	100*	99*	99*
O=[N+]([O-])c1ccc(C[N+]23CCN(CC2)CC3)cc1	.	.	6	-17	.	4
NC(=O)c1cc([N+](=O)[O-])c(Cl)c([N+](=O)[O-])c1Cl	92*	88*	89*	87*	90*	88*
O=[N+]([O-])c1ccc(-n2nc3ccc4c(no[n+]4[O-])c3n2)cc1	20	-16	-22	24	17	-26
